Compound activity from PubChem.
NF-kB neuron act: raises NF-kB expression in human neuronal cells | NF-kB reporter expression; stronger effect = higher value | 1.6% of 190,000 active | fold change at 12.5 µM | AID 1239; in the data active = fold change above about 3.3
FLuc inh counter: Photinus pyralis luciferase inhibition counter-screen. P08659. ATPLite firefly luciferase biochemical luminescence, 10 min. inhibition, % at 10 µM. 1.5% of 200,000 active;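 active = inhibition above about 50% when tested at 10 µM, limit read from the data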
Target sequence (P08659 whole entry, looked up): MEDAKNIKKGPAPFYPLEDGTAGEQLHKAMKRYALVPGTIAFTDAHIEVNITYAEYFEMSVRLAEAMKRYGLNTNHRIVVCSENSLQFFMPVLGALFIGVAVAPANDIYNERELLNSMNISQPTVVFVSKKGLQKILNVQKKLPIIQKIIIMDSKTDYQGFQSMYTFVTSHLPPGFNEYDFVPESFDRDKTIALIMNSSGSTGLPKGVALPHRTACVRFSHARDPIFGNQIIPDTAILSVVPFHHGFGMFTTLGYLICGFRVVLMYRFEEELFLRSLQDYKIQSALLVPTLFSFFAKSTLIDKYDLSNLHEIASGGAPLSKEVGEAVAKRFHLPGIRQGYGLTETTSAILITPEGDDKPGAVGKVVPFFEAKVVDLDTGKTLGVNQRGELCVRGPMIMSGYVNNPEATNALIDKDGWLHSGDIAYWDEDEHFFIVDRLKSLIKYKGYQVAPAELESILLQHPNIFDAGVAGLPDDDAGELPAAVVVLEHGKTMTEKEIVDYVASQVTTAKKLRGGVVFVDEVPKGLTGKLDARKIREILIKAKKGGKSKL
Diaphorase act: counter-screen for diaphorase-based assays: diaphorase activators and chemical reducers. Diaphorase/resazurin coupled assay, resorufin fluorescence, 16 min; stronger effect = higher value; 1 = vehicle wells, 0 = NADH-free wells. activation factor at 20 µM. 0.005% of 190,000 active. AID 1229;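 active = diaphorase activity raised at least twofold by the compound at 20 µM; inactive = activation factor below 2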
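Material: bacterial diaphorase enzyme (C. kluyveri); amount: enzyme 0.07 U/mL final; reagent: NADH substrate 0.114 mM plus resazurin dye 0.1 mM, final; doses: single compound dose of 20 µM, 1% DMSO final; timing: 16 min enzyme reaction, ambient temperature; measured by: fluorescence of resorufin, 544 nm excitation, 590 nm emission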
STAT1 activator: STAT1 signaling activation; NIH 3T3 STAT1-luciferase reporter, IFN-gamma, luminescence; 100% = IFN-gamma alone, no compound; activation (% of control), % at 5.5 µM; 2.6% of 200,000 active; AID 932;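 active = activation above the screen-wide mean activation plus 3 SD, cut at about 130% in these data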;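 note: raw ratio to IFN-gamma control signal so 100% means no change and 0% no light; values of inactives mirror those of a sister screen read the other way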
Diaphorase inh: inhibits diaphorase or chemically oxidizes, flagging diaphorase assay artifacts; 0.69% of 190,000 active; AID 1217; inhibition, % at 20 µM; diaphorase resazurin-to-resorufin fluorescence, NADH, 16 min; bacterial (C. kluyveri) enzyme, not human;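 active = primary screen inhibition at 20 µM above a set limit, cut at about 50% in these data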;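 note: plate controls were DMSO with full reaction for no effect and wells lacking NADH for full effect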
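Test system: diaphorase enzyme from Clostridium kluyveri; amount: diaphorase at 0.14 U/mL in enzyme working solution; detection: fluorescence of resorufin formed from resazurin, Ex 544/Em 590 nm; times: reaction incubation of 16 min at room temperature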
APP 5'UTR act: APP 5'UTR luciferase reporter activation | SH-SY5Y APP 5'UTR luciferase reporter, luminescence; zero percent = DMSO vehicle wells | AID 1276 | 1% of 190,000 active | activation, % at 2 µM;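 active = activation above a set limit, based on mean plus 3 SD of controls, cut at about 140% in these data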; note: values of inactives mirror those of a sister screen read the other way
FLuc stim CS: firefly luciferase counter-screen for stimulation assays. P08659. ATPlite luciferase biochemical, luminescence, 10 min; 0 = ATP-free wells, 1 = DMSO control. activation factor at 10 µM. 200,000 tested, under 10 active;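 active = luciferase activation factor, scaled between plate controls, of at least 2 with compound at 10 µM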
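System: luciferase plus luciferin reagent, cell-free; medium: PBS as buffer for the ATP substrate; dosing: test compounds dosed from 2 mM stocks in 100% DMSO; timing: 10 min post-reagent at room temperature; measured by: luminescence measurement of luciferase light output; evaluation: luciferase activation, seen as luminescence increase over controls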
APP transl inh: APP translation inhibition. inhibition, % at 2 µM. 0.82% of 190,000 active. SH-SY5Y APP 5'UTR-luciferase reporter, luminescence;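 active = inhibition above a set limit, derived from the sample mean plus 3 SD, cut at about 45% in these data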; note: values of inactives mirror those of a sister screen read the other way
TLR4-MyD88 BLA: TLR4-MyD88 interaction inhibition in cells. inhibition, % at 8.4 µM. HeLa CL3-4 TLR4/MyD88 BLA complementation, FRET ratio. AID 861. 0.18% of 200,000 active; in the data active = inhibition above about 25%;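 note: 0% = vehicle and 100% = reference inhibitor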
G6PDH CS: inhibits Leuconostoc G6PDH, flagging false hits in G6PDH-based assays; Purified L. mesenteroides G6PDH, diaphorase/resazurin coupled fluorescence, 45 min; inhibition, % at 5 µM; 0.12% of 200,000 active; in the data active = inhibition above about 50%
Numbers without * were called inactive; x = no result given.

SMILES | NF-kB neuron act | FLuc inh counter | Diaphorase act | STAT1 activator | Diaphorase inh | APP 5'UTR act | FLuc stim CS | APP transl inh | TLR4-MyD88 BLA | G6PDH CS
CC(C)(C)n1nnnc1C(c1ccc(Cl)cc1)N1CCSCC1 (centres undefined) | 0.93 | -8 | 0.8 | 101 | 16 | 9 | 1.1 | -9 | -12 | 4
Cc1cc(C)n(-c2nc3ccccc3c(=O)n2OCCOc2ccccc2)n1 | 1.2 | -2 | 1 | 92 | -4 | -8 | 1 | 8 | -1 | 4
CNCCOc1ccccc1OC(C)C | 1.1 | -5 | 0.9 | 99 | 8 | 2 | 1.1 | -2 | 14 | 0
Clc1ccc(-n2cccc2/C=N/n2cnnc2)cc1 | 1 | -6 | 0.9 | 97 | 15 | -18 | 1.1 | 18 | -14 | 4
CC(C)CCOCC1CC2(CC(C)(c3csc(N)n3)OC2=O)C(=O)O1 (centres undefined) | 1 | 0 | 0.9 | 96 | 10 | -1 | 1 | 1 | -15 | 6
CC(C)(NC(=O)N1CCOCC1)c1cccc(C(C)(C)NC(=O)N2CCOCC2)c1 | x | x | x | 98 | x | 3 | x | -3 | 7 | x
COc1cc(-n2nnnc2SCC(=O)N2CCN(c3ccc(F)cc3)CC2)c(OC)cc1Cl | 0.62 | 0 | 0.9 | 98 | 13 | -6 | 1 | 6 | -1 | -3
COc1cc2c(cc1OC)CN(Cc1cc(OC)c(O)c(OC)c1)CC2 | 1.4 | -4 | 0.7 | 87 | 26 | 4 | 1 | -4 | -13 | 53*
CN(C)S(=O)(=O)N1CCN(C(=O)N(c2ccccc2)c2ccccc2)CC1 | 1.1 | -5 | 0.9 | 108 | 10 | 13 | 1.1 | -13 | -10 | -10
CC(=O)C1=C(C)NC(SCc2cccc3ccccc23)=C(C#N)C1c1ccco1 (centres undefined) | 0.69 | -3 | 0.8 | 90 | 18 | 8 | 1 | -8 | -9 | -9
C=CCn1cccc(C(=O)Nc2cc(OC)c(OC)c(OC)c2)c1=O | 1.2 | -5 | 0.9 | 93 | 9 | 4 | 1 | -4 | 0 | 2
COC(=O)c1ccccc1NC(=O)CCc1ccccc1 | 1 | -3 | 0.9 | 107 | 6 | 16 | 1 | -16 | -5 | 2
CC(C)CC(NC(=O)OC(C)(C)C)C(=O)NC(C(=O)NC(C)C(N)=O)C(C)C (centres undefined) | 0.97 | -2 | 0.8 | 101 | 16 | 13 | 1 | -13 | -9 | 14
CCC(=O)N1CCN(c2ccc(Cl)cc2NC(=O)c2ccc(N3CCCC3)c([N+](=O)[O-])c2)CC1 | 0.5 | -9 | 0.7 | 107 | 30 | 9 | 1.1 | -9 | 19 | 3
COc1cc(NC(=O)c2cccc(Cl)c2)c(OC)cc1NC(=O)CN1CCCCC1 | 0.82 | -3 | x | 95 | x | 8 | 1 | -8 | 7 | 15

Looked up by compound from the list above, 2 records:
SMILES | NF-kB neuron act | FLuc inh counter | Diaphorase act | STAT1 activator | Diaphorase inh | APP 5'UTR act | FLuc stim CS | APP transl inh | TLR4-MyD88 BLA | G6PDH CS
CC(=O)C1=C(C)NC(SCc2cccc3ccccc23)=C(C#N)C1c1ccco1 (centres undefined) | 0.69 | -3 | 0.8 | 90 | 18 | 8 | 1 | -8 | -9 | -9
CNCCOc1ccccc1OC(C)C | 1.1 | -5 | 0.9 | 99 | 8 | 2 | 1.1 | -2 | 14 | 0

More structures follow:
SMILES | NF-kB neuron act | FLuc inh counter | Diaphorase act | STAT1 activator | Diaphorase inh | APP 5'UTR act | FLuc stim CS | APP transl inh | TLR4-MyD88 BLA | G6PDH CS
COc1cc(/C=N\NC(=O)C2CC3C=CC2C3)ccc1O (centres undefined) | 1.1 | 1 | 0.9 | 108 | 6 | 0 | 1 | 0 | 1 | 1
COc1ccccc1C(=O)NCC(=O)N/N=C/c1ccncc1 | 1 | -2 | 0.9 | 111 | 8 | -7 | 1 | 7 | 6 | 16
Cc1occc1-c1nnc(SCC(=O)NCCc2ccccc2)n1C(C)c1ccccc1 (centres undefined) | 1 | -8 | 0.7 | 93 | 28 | -17 | 1.1 | 17 | 20 | -3
O=C(NCCOC(=O)c1ccc(S(=O)(=O)N2CCOCC2)cc1)c1cccnc1 | 1.1 | -4 | 0.9 | 103 | 9 | -9 | 1 | 9 | 5 | 3
N#CCCn1cc(C(=O)Nc2ccc(C(=O)O)cc2)c(-c2cccs2)n1 | 0.8 | 2 | 1 | 98 | -2 | 11 | 1 | -11 | -1 | 4
COc1cc(OC)cc(C(=O)N[C@H](C(=O)Nc2ccccc2N2CCOCC2)C(C)C)c1 | 1 | -8 | 0.9 | 102 | 7 | -4 | 1.1 | 4 | -7 | 8
COc1cc(C2CC(=O)NC3=C2C(=O)CC(C)(C)C3)ccc1O (centres undefined) | 1.6 | -7 | 1 | 98 | -1 | 13 | 1.1 | -13 | -12 | -15
Cc1cc(C)n(C(=O)Cn2nc([N+](=O)[O-])c(Br)c2C)n1 | 1.1 | -5 | 0.9 | 103 | 7 | 3 | 1.1 | -3 | -10 | 3
O=C(CN1C(=O)CSc2ccccc21)Nc1ccc2c(c1)OCCO2 | 0.85 | 1 | 0.9 | 100 | 7 | 8 | 1 | -8 | 1 | -4
O=C(NCCCNCc1ccccc1)/C(=N\O)c1ccccc1 | 0.97 | -3 | 0.9 | 106 | 5 | 11 | 1 | -11 | -5 | 3
c1ccc(-c2n[nH]c(-c3ccccc3)c2-c2nc3ccccc3[nH]2)cc1 | 0.89 | -6 | 0.9 | 101 | 12 | 5 | 1.1 | -5 | 9 | -2
C=CCNC1=C(Cl)C(=O)N(c2ccccc2Cl)C1=O | 1.1 | -6 | 0.9 | 100 | 9 | -6 | 1.1 | 6 | -6 | 2
COc1ccc(CCNC(=S)NCc2ccc(Cl)c(Cl)c2)cc1OC | 1 | -6 | 0.9 | 96 | 12 | 8 | 1.1 | -8 | 0 | -6
Cn1c(NNC(=O)c2cccc3ccccc23)cc(=O)n(C)c1=O | 0.96 | -7 | 0.8 | 100 | 17 | -3 | 1.1 | 3 | -3 | 8
C=CCC(=O)NC(C)c1cnn(-c2ccccc2C)c1C (centres undefined) | 1.5 | -6 | 0.9 | 100 | 13 | 2 | 1.1 | -2 | 18 | 4
CCn1c(CCNC(=O)c2cccs2)nnc1SCC(=O)Nc1ccc(Cl)cc1 | 1.4 | 21 | 1 | 100 | 5 | 7 | 0.8 | -6 | -17 | -2
O=C(NCc1nc2ccccc2[nH]1)c1ccco1 | 1.3 | -2 | 0.8 | 108 | 17 | -11 | 1 | 12 | 5 | -5
Cc1ccc(NC2c3ncccc3C(=O)N2Cc2cccs2)cc1C (centres undefined) | 0.96 | -4 | 0.9 | 96 | 11 | 12 | 1 | -12 | -5 | 3
CC(=O)Nc1cccc(-c2csc(Nc3cc(C)ccn3)n2)c1 | 2.4 | 31 | 1.1 | 152* | -9 | 138* | 0.7 | -138 | 5 | 11
COCC(O)CNc1ccccc1 (centres undefined) | 1.3 | -1 | 0.9 | 108 | 10 | -1 | 1 | 2 | 5 | -7
Cc1noc2ncc(C(=O)c3cc(F)ccc3O)cc12 | 1.2 | 0 | 1 | 98 | -2 | -7 | 1 | 7 | 0 | -2
CCOc1cc(/C=C2/C(=O)N(c3ccccc3)N=C2C)ccc1OC(=O)c1ccco1 | 1 | -6 | 0.6 | 100 | 36 | 4 | 1.1 | -4 | 6 | 5
CN(C)S(=O)(=O)c1cccc(C(=O)Nc2ccc(S(=O)(=O)N3CCCC3)cc2)c1 | 0.91 | -5 | 0.9 | 97 | 11 | 8 | 1.1 | -8 | 4 | -5
CCc1nnc(NC(=O)C(C)Sc2ccccc2)s1 (centres undefined) | 1.1 | -6 | 0.9 | 103 | 8 | -5 | 1.1 | 5 | 2 | 4
O=C(O)CSc1nnc(-c2ccncc2)n1-c1ccc(Cl)cc1 | 1.7 | -5 | 0.8 | 101 | 18 | 16 | 1.1 | -16 | 8 | -5
Cc1ccc2[nH]c(=O)c(-c3nc4c(C)cccn4c3NCc3ccco3)cc2c1 | 1.5 | -4 | 0.5 | 102 | 52* | 14 | 1 | -14 | 2 | 0
CCn1c(CC(=O)Nc2ccccc2)n[nH]c1=S | 1.8 | 2 | 0.8 | 93 | 16 | -1 | 1 | 1 | 4 | 17
COc1ccc2c(c1)c1c3n2CCN(C)C3=NCC1 | 1.5 | -12 | 1 | 97 | 0 | 6 | 1.1 | -6 | 4 | 11
N/C(=N\OC(=O)c1cc(-c2ccccc2)nc2ccccc12)c1ccncc1 | 1 | 2 | 0.9 | 100 | 6 | 7 | 1 | -7 | 7 | 1
C/C=C/c1ccccc1OCc1ccc(C(=O)O)o1 | 1 | -7 | 0.9 | 88 | 13 | 23 | 1.1 | -22 | 0 | -20
COc1cccc(NC(=S)N(Cc2ccccn2)Cc2ccccc2Cl)c1 | 0.78 | -2 | 0.9 | 101 | 7 | -13 | 1 | 13 | -7 | 2
CN1CCN(c2ncnc3c2cnn3-c2ccc(Cl)cc2)CC1 | 1.2 | 22 | 1 | 96 | 5 | 126 | 0.8 | -126 | -3 | 12
CC1=NNC(=O)C1C(c1ccccc1)C(C#N)C#N (centres undefined) | 1.1 | -6 | 0.9 | 109 | 15 | x | 1.1 | x | 2 | -7
CC(=O)Nc1nc(CCN2C(=O)c3ccccc3C2=O)cs1 | 1.1 | -6 | 1.1 | 102 | -9 | -15 | 1.1 | 15 | -1 | 8
Cc1ccc(S(=O)(=O)NCC(=O)N(CC(=O)NC2CCCCC2)CC2CCCO2)cc1 (centres undefined) | 1.3 | -7 | 0.9 | 99 | 7 | -8 | 1.1 | 8 | 0 | 11
COC(=O)c1ccc(NC(=O)Cc2ccc(F)cc2)cc1 | 1.6 | 0 | 0.9 | 110 | 9 | 5 | 1 | -5 | 5 | -2
CC(O)c1nc2ccccc2n1CC(=O)N1CCN(c2ccccc2)CC1 (centres undefined) | 1 | -6 | 0.9 | 89 | 8 | -8 | 1.1 | 8 | -4 | 3
CCOc1ccc(C(CC(=O)O)NC(=O)COc2ccccc2OC)cc1OC (centres undefined) | 1.1 | -8 | 0.9 | 99 | 5 | -16 | 1.1 | 16 | 0 | 8
COC(=O)C(Cc1ccc(O)cc1)NC(=O)c1ccccc1 (centres undefined) | 1.2 | 19 | 0.9 | 103 | 10 | 4 | 0.8 | -4 | -2 | 2
O=C1Nc2ccc(Br)cc2C12NNc1ccccc1O2 (centres undefined) | 1.2 | -9 | 0.8 | 100 | 22 | -11 | 1.1 | 11 | 21 | 6
Cc1nn(C(C)c2nc(-c3ccccc3)no2)c(C)c1[N+](=O)[O-] (centres undefined) | 1 | -13 | 0.9 | 105 | 9 | -9 | 1.1 | 9 | -6 | 1

In the list so far, these have a cyano group:
SMILES | NF-kB neuron act | FLuc inh counter | Diaphorase act | STAT1 activator | Diaphorase inh | APP 5'UTR act | FLuc stim CS | APP transl inh | TLR4-MyD88 BLA | G6PDH CS
CC(=O)C1=C(C)NC(SCc2cccc3ccccc23)=C(C#N)C1c1ccco1 (centres undefined) | 0.69 | -3 | 0.8 | 90 | 18 | 8 | 1 | -8 | -9 | -9
N#CCCn1cc(C(=O)Nc2ccc(C(=O)O)cc2)c(-c2cccs2)n1 | 0.8 | 2 | 1 | 98 | -2 | 11 | 1 | -11 | -1 | 4
CC1=NNC(=O)C1C(c1ccccc1)C(C#N)C#N (centres undefined) | 1.1 | -6 | 0.9 | 109 | 15 | x | 1.1 | x | 2 | -7
